SK-BR-3 tox 24h: SK-BR-3 proliferation inhibitors, primary screen, cell-based, human, 24 h | viability, % at 10 µM | 41,000 compounds, 0.47% hits | SK-BR-3 viability, CellTiter-Glo ATP luminescence; active compounds read low;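 active = viability at or below the median of all test compounds minus 3 SD, in both replicates if run twice, cut at about 45% in these data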;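 also: 100% = median untreated cell wells and 0% = median positive control drug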
The depositor's hits bear a star. Not all compounds are listed (hit frequency here may not be typical).

SMILES | SK-BR-3 tox 24h
O=C(Nc1ccccc1)c1ccc(NCc2ccco2)c(S(=O)(=O)N2CCOCC2)c1 | 104
COc1cc(S(=O)(=O)N2CCOCC2)c(OC)c(S(=O)(=O)N2CCOCC2)c1 | 98
O=C(NCCCn1ccnc1)C(F)(F)C(F)(F)C(=O)NCCCn1ccnc1 | 107
O=C1c2ccccc2NC(c2ccc3c(c2)OCO3)N1O (configuration not stated) | 112
O=C(CSC1=NCCS1)Nc1ccnc2ccccc12 | 88
CC1(C)NC(=O)N(CCCOc2ccc(Br)cc2Cl)C1=O | 91
Cc1ccc(S(=O)(=O)c2nc(-c3ccc(F)cc3)oc2SCC(=O)NCC2CCCO2)cc1 (configuration not stated) | 98
CCc1cccc(C)c1NC(=O)CSc1nc2ccccc2n1CC(=O)N(C)C | 94
COc1ccc(N2CCN(CC(=O)Nc3cc(C)on3)CC2)cc1 | 100
Cc1nnc(SCC(=O)NCc2cccs2)n1-c1ccccc1 | 80
CC(C)(CSc1nncn1N)NS(=O)(=O)c1ccc(Cl)cc1 | 81
CCOC(=O)C1=C(C)NC2=C(C(=O)CCC2)C1c1ccsc1 (configuration not stated) | 99
CCCC(=O)Nc1nnc(-c2ccco2)s1 | 106
CCN1CCN(c2c(Cl)cccc2NC(=O)c2ccc3c(c2)OCCO3)CC1 | 70
CCN1CCN(C(=O)C2c3cc(OC)c(OC)cc3C(=O)N(C)C2c2ccc(SC)cc2)CC1 (configuration not stated) | 79
COc1ccc(CCNC(=O)CN(c2ccc(C)cc2)S(=O)(=O)c2c(C)noc2C)cc1OC | 66
CCCOc1ccc(S(=O)(=O)NCCCN2CCOCC2)c2ccccc12 | 84
CCNC(=O)C1CC(=O)N(c2ccc(Br)cc2)C1 (configuration not stated) | 89
CN(c1ccccc1C(=O)Nc1ccccc1C(=O)NCc1ccco1)S(C)(=O)=O | 85
Cn1cc[nH]c1=S | 102
Cc1ccc(OCc2nnc(SCC(=O)N3CCOCC3)n2C)cc1 | 99
O=C(CSc1nc2ccccc2o1)c1cc2ccccc2oc1=O | 92
CCCCC(=O)c1c(C)cc(C)[nH]c1=O | 92
N#Cc1c(-c2ccco2)c2c([nH]c1=S)CCCC2 | 107
CCOC(=O)c1ccc(NC(=O)CC2COc3ccccc3O2)cc1 (configuration not stated) | 96
Cc1cc2nn(-c3cccc4ccccc34)nc2cc1N | 96
Cc1cc(C)n(C(=O)CCNC(=O)c2ccccc2Br)n1 | 80
COc1cc([C@H]2[C@@H]3CCCC[C@]3(O)CCN2CC(=O)Nc2ccc(C)cc2C)ccc1O | 98
CCCCn1c(O)c(C=NCCCN(C)C)c(=O)[nH]c1=O | 74
O=C(Nc1ccc2c(c1)nc1n2CCN(C2CCCCC2)C1)c1ccco1 | 74

5 of the compounds above, as tab-separated lines:
SMILES	SK-BR-3 tox 24h
CCOC(=O)c1ccc(NC(=O)CC2COc3ccccc3O2)cc1 (configuration not stated)	96
Cc1ccc(OCc2nnc(SCC(=O)N3CCOCC3)n2C)cc1	99
COc1cc([C@H]2[C@@H]3CCCC[C@]3(O)CCN2CC(=O)Nc2ccc(C)cc2C)ccc1O	98
CCCOc1ccc(S(=O)(=O)NCCCN2CCOCC2)c2ccccc12	84
O=C(Nc1ccc2c(c1)nc1n2CCN(C2CCCCC2)C1)c1ccco1	74

(listing goes on)
SMILES | SK-BR-3 tox 24h
Cc1nc(SCC(=O)O)c2oc3ccccc3c2n1 | 95
CCCn1c(C(C)NC(=O)c2ccccc2)nc2ccccc21 (configuration not stated) | 90
Cc1ccc(-n2ncc3c(=O)n(-c4ccc(C)c(C)c4)c(C)nc32)cc1 | 77
CCCCSc1nc(N)c(C#N)c(-c2cccs2)c1C#N | 76
Nc1sccc1C(=O)c1ccccc1 | 85
O/N=C1\CC(O)Cc2nonc21 (configuration not stated) | 87
CN(Cc1ccccc1)S(=O)(=O)c1ccc(C(=O)Nc2nnc(C3CC3)o2)cc1 | 78
Cc1ccc(-c2nc3cccnc3s2)cc1NC(=O)c1ccco1 | 101
CC(C)(C)c1csc(NC(=O)Cn2c(=O)oc3ccccc32)n1 | 88
COc1ccc(S(=O)(=O)Nc2ccc3c(c2)OCO3)cc1Cl | 79
Cc1cccc(C)c1OCC(O)CNS(=O)(=O)c1ccccc1C(=O)N1CCCCC1 (configuration not stated) | 99
CCOC(=O)C1CCCN(C(=O)c2cc(-c3ccc(C)cc3)on2)C1 (configuration not stated) | 92
CC(C)(C)n1nnnc1C(c1cccs1)N(Cc1ccccc1)Cc1ccco1 (configuration not stated) | 98
COc1ccccc1CNc1ccc(N2CCOCC2)c(C(=O)O)c1 | 97
CN(C)/C=C1/Sc2ccccc2C1=O | 128
COc1cccc(Cn2cccc(NC(=O)NC3CCCCC3)c2=O)c1 | 86
O=c1cc(CO)oc(CN2CCN(c3ccccc3F)CC2)c1O | 89
Cc1cc(O)c(C2(C(F)(F)F)NCCNC2=O)cc1C (configuration not stated) | 93
O=C(Nc1ccc(N2CCN(C(=O)c3ccccc3)CC2)cc1)c1ccc(Br)o1 | 90
CC(=O)c1cccc(NC(=O)Nc2ccc(C(=O)N3CCOCC3)cc2)c1 | 89
CCCNS(=O)(=O)c1ccc(C(=O)NCC2CCCO2)cc1 (configuration not stated) | 91
COc1cccc(C2NC(=O)NC(C)=C2C(=O)Nc2ccc(C)cc2)c1OC (configuration not stated) | 100
COc1ccccc1CNc1nc2ccccc2n1CCN1CCCCC1 | 65
COC(=O)c1cc(NC(=O)CCc2c(C)nc3ncnn3c2C)cc(C(=O)OC)c1 | 75
CC(=O)c1c(C)n(-c2ccccc2)c2ccc(OCC(O)CN3CCOCC3)cc12 (configuration not stated) | 104
O=C(c1cc(-c2ccc(Cl)cc2Cl)on1)N1CCOCC1 | 117
CC(C)CC(NC(=O)C(CC(C)C)NC(=O)OC(C)(C)C)C(=O)O (configuration not stated) | 85
Cc1cc(C(F)(F)F)nc(Nc2nc(C)c3ccccc3n2)n1 | 89
CCCCn1c(SCC(=O)O)nc2ccccc21 | 95
COCCCN1CN(S(=O)(=O)c2ccc(Cl)cc2)c2nc3ccccc3nc21 | 85

Shown as labelled records: part of the list above.
structure: CC(=O)c1cccc(NC(=O)Nc2ccc(C(=O)N3CCOCC3)cc2)c1
  SK-BR-3 tox 24h: 89
structure: COc1ccccc1CNc1nc2ccccc2n1CCN1CCCCC1
  SK-BR-3 tox 24h: 65

Next part
SMILES | SK-BR-3 tox 24h
CCOC(=O)C1CCN(C(=O)COc2ccc(S(=O)(=O)NC(C)C)cc2Cl)CC1 | 109
CC1CC(C)CN(CCCNC(=O)c2ccc(CS(=O)(=O)Cc3ccccc3F)o2)C1 (configuration not stated) | 79
COc1ccc(CCN(Cc2nc3ccccc3c(=O)[nH]2)C(=O)c2ccco2)cc1 | 80
Cc1ccccc1NCN1C(=O)C2C3C=CC(C3)C2C1=O (configuration not stated) | 92
Cc1cc(Oc2ccc(Cl)cc2)nc(-c2ccccc2O)n1 | 73
CCCc1nnc(NC(=O)CN2C(=O)C3C4C=CC(C4)C3C2=O)s1 (configuration not stated) | 77
CCOC(=O)c1ccc(NC(=O)CCc2c(C)nc3ncnn3c2C)cc1 | 79
CNC(=O)c1cc2c(s1)CCCCCC2 | 74
COc1ccc(-n2ncc3c(NCc4ccc5c(c4)OCO5)ncnc32)cc1 | 81
CC1Cc2cc(/C(O)=C3/C(=O)C(=O)N(CCN4CCOCC4)C3c3cccc(Cl)c3)ccc2O1 (configuration not stated) | 90
O=C(CN(CC1CCCO1)S(=O)(=O)c1ccc(S(=O)(=O)NC2CC2)cc1)Nc1ccccc1 (configuration not stated) | 87
Cc1nc2sc(C(c3cccc(F)c3)N3CCCCC3)c(O)n2n1 (configuration not stated) | 73
O=C(NCc1ccc(N2CCCC2=O)cc1)Nc1cccc(Cl)c1 | 104
CS(=O)(=O)N(CCc1ccccc1)CC(=O)N1CCCCC1 | 100
CC1=C(C(=O)OCc2ccc3c(c2)OCO3)C(c2ccc(F)cc2)NC(=O)N1 (configuration not stated) | 96
CC(=O)c1cccc(NC(=O)c2c(F)c(F)c(F)c(F)c2F)c1 | 103
O=C(N1CCOCC1)N1CCCN(C(=O)N2CCOCC2)CC1 | 89
CCS(=O)(=O)N1CCN(c2ccccc2F)CC1 | 110
O=C(O)CCCC(=O)N1CC(=O)Nc2ccccc21 | 102
Cn1ccnc1-c1nc2ccccc2[nH]c1=O | 90
O=C(COC(=O)CSCC(=O)N1CCCCC1)NCc1ccc(F)cc1 | 83
Cc1ccc(CN(Cc2cc3cccc(C)c3[nH]c2=O)C(=O)N(C)C)cc1 | 50
Cc1noc(NS(=O)(=O)c2ccc(NC(=O)CSc3nc4ccccc4[nH]3)cc2)c1C | 98
COc1ccc(N2CCN(C3CC(=O)N(c4ccc5c(c4)OCCO5)C3=O)CC2)cc1 (configuration not stated) | 87
Cc1ccc(C(=O)NCc2ccc3c(c2)OCO3)cc1S(=O)(=O)N1CCCCC1 | 86
Fc1ccc(CSc2nnc(-c3cnccn3)n2Cc2ccco2)cc1 | 66
CCn1cnc2cc(NCc3cccc(OC)c3O)ccc21 | 86
O=C(CC(C(=O)O)C1CCCO1)Nc1cccc(C(F)(F)F)c1 (configuration not stated) | 94
COCCOC(=O)c1c(NC(=O)CN2CCOCC2)sc(C(N)=O)c1C | 91
COc1ccc(S(=O)(=O)NC2CCCCC2)cc1C | 104
CCCC1Cc2nc(N3CCCCC3)c(C#N)cc2CO1 (configuration not stated) | 73
CCOC(=O)c1cnn(-c2ncnc3sc4c(c23)CCC4)c1N | 86
CCN(CC)CCn1c(O)c(N=O)c2ccccc21 | 68
COc1ccccc1-c1nnc(SCC(=O)Nc2ccccc2)o1 | 100
CCOC(=O)CC(=O)CSc1nc(N)c(C#N)c(-c2ccc(F)cc2)c1C#N | 83
COc1ccc(NC(=O)Nc2ccc(OCC(=O)N3CCOCC3)cc2)cc1OC | 76
CC1Oc2ccccc2N(Cc2ccccc2F)C1=O (configuration not stated) | 96
COC(=O)[C@@H](NC(=O)NCc1cccs1)C(C)C | 52
COc1ccc(F)cc1S(=O)(=O)N1CCCN(S(=O)(=O)c2cc(F)ccc2OC)CC1 | 76
CCS(=O)(=O)CCSc1nc2c(cc1C#N)CCCC2 | 104
O=C(NCC1CCCO1)c1ccc(Cl)c(F)c1F (configuration not stated) | 75
COC(=O)CC1=Nc2ccccc2NC(=O)C1 | 86
CCCOc1ccccc1C(=O)N(Cc1cccs1)C1CCS(=O)(=O)C1 (configuration not stated) | 89
CCCCNc1nc2c(c(=O)n(C)c(=O)n2C)n1Cc1cccc(OC)c1 | 72
COc1ccc(CN(C(=O)CSc2nnc(-c3ccc(F)cc3)o2)c2ccc(F)cc2)cc1 | 63
COc1ccc(S(=O)(=O)NCCC(C)C)cc1OC | 82
Cc1cc(=S)cc(C)n1CCCn1ccnc1 | 97
Cc1[nH]n2c(=O)c(C#N)c(-c3ccccc3)nc2c1-c1ccccc1 | 81
COn1c(SCC(N)=O)nc2ccccc2c1=O | 85
O=S(=O)(CCc1ccccc1)N1CCOCC1 | 83
CC1(C)OC(=O)N(c2ccccn2)C1(C)O (configuration not stated) | 73
O=C1CSC(=Nc2ccc(O)cc2)N1c1ccc(O)cc1 | 90
COc1ccc(CCNS(=O)(=O)c2ccc(S(=O)(=O)N3CCCC3)cc2)cc1OC | 98
S=c1[nH]nc(-c2ccncc2)n1Cc1ccco1 | 84
COC(=O)c1sc2nc3c(cc2c1N)C(=O)CC(C)(C)C3 | 80
Cc1cc(=O)oc2c(CN(C)Cc3ccccc3)c(O)ccc12 | 79
CCOC(=O)c1c(N)nn(C(C)=O)c1-c1ccccc1 | 103
O=C1CCCN1CCC1CCN(C2CC(=O)N(Cc3ccc(N4CCCC4=O)cc3)C2=O)CC1 (configuration not stated) | 95
COc1ccc(OC)c(NC(=O)COC(=O)c2ccc(S(=O)(=O)N3CCOCC3)cc2)c1 | 105
OCCNc1ncnc2c1ncn2Cc1ccccc1 | 111

More records:
SMILES | SK-BR-3 tox 24h
CCCCN1C(=O)CC(Nc2ccc(CC)cc2)C1=O (configuration not stated) | 81
Cc1cc(C)c(NC(=O)CCCN2CCN(C)CC2)c(C)c1 | 110
O=C(O)CC(C(=O)NCc1ccccc1)C1CCCO1 (configuration not stated) | 87
CCOC(=O)C1CCN(CC(=O)Nc2c(C(=O)OC)[nH]c3cccc(Cl)c23)CC1 | 91
Cc1c(N=C2SCC(=O)N2c2c(C)n(C)n(-c3ccccc3)c2=O)c(=O)n(-c2ccccc2)n1C | 121
Cc1[nH]c2ccccc2c1C(=O)CN1CCCCC1CCO (configuration not stated) | 121
Cn1c(=O)c2c(nc(CN3CCN(c4ccccc4F)CC3)n2CCN2CCOCC2)n(C)c1=O | 85
O=C(COC(=O)CCS(=O)(=O)c1ccc(Cl)cc1)Nc1ncc(Cl)cc1Cl | 100
O=C(O)C1CC(=O)N(Cc2ccc(F)cc2)C1 (configuration not stated) | 84

6 entries from above in a different format.
canonical_smiles	SK-BR-3 tox 24h
O=C(O)CC(C(=O)NCc1ccccc1)C1CCCO1 (configuration not stated)	87
CCOC(=O)C1CCN(CC(=O)Nc2c(C(=O)OC)[nH]c3cccc(Cl)c23)CC1	91
Cc1c(N=C2SCC(=O)N2c2c(C)n(C)n(-c3ccccc3)c2=O)c(=O)n(-c2ccccc2)n1C	121
Cc1[nH]c2ccccc2c1C(=O)CN1CCCCC1CCO (configuration not stated)	121
Cn1c(=O)c2c(nc(CN3CCN(c4ccccc4F)CC3)n2CCN2CCOCC2)n(C)c1=O	85
O=C(COC(=O)CCS(=O)(=O)c1ccc(Cl)cc1)Nc1ncc(Cl)cc1Cl	100

From PubChem
